# S1P4 antagonist: blocks the human S1P4 receptor. O95977. S1P4-expressing cells, antagonist mode, reporter read-out. inhibition, % at 4.98 µM. 0.26% of 220,000 active. AID 1510; in the data active = inhibition above about 29%;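 also: 0% = wells stimulated with agonist and 100% = vehicle wells without agonist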
# Target sequence (O95977 whole entry, looked up): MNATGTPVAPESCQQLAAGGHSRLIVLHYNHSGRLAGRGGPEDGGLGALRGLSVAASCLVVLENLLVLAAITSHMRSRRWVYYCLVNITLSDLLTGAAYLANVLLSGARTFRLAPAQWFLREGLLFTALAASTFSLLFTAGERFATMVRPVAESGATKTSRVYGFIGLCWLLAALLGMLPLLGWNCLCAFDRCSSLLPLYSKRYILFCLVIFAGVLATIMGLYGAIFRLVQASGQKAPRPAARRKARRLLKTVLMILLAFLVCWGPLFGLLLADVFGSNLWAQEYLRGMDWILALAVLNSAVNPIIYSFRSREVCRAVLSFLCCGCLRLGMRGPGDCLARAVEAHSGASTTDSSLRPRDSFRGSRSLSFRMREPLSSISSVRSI
# Calpain2 inh: inhibitors of pig calpain II. purified calpain II, fluorogenic peptide substrate, 30 min. inhibition, % at 16 µM. 0.37% of 220,000 active. AID 1236;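 active = inhibition above about 50%, limit read from the data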
# Ba/F3 V617F tox: lowers viability of Ba/F3 cells expressing EpoR and JAK2V617F. ATP luminescence. inhibition, % at 5.6 µM. 1.1% of 220,000 active;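 active = inhibition above the campaign mean plus 3 SD over all tested compounds, cut at about 24% in these data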;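 also: cytokine-independent growth of Ba/F3 cells driven by EpoR plus mutant JAK2; 0% = DMSO-treated cells and 100% = JAK inhibitor I control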
# BaF3 tox: parental Ba/F3 viability inhibition as JAK2V617F counter-screen; CellTiter-Glo ATP luminescence; inhibition, % at 5.6 µM; 1.1% of 220,000 active; AID 1486;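 active = inhibition above a per-campaign cutoff, the mean inhibition of all tested compounds plus 3 SD, cut at about 27% in these data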;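 also: 0% = DMSO wells and 100% = JAK Inhibitor I control wells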
# PERK inh: human PERK inhibition, primary cell-based screen. Q9NZJ5. CHO PERK-DD fusion, SEAP luminescence translation reporter. inhibition, % at 5.6 µM. 0.17% of 220,000 active;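 active = inhibition above the mean inhibition of all tested compounds plus 3 SD, set separately per screening campaign, cut at about 2.9% in these data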;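 also: PERK kinase domain activated by AP20187 dimerizer at 100 nM; 0% = DMSO with dimerizer and 100% = rapamycin at 8.4 µM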
# EP2 modulator: EP2 receptor (human) modulation | EP2-expressing cells, cAMP HTRF FRET, PGE2 co-stimulation | P43116 | induction, % at 25 µM | 0.83% of 260,000 active;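 active = compounds whose cAMP rise, as percent of the full-agonist control response, exceeds 60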;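 also: rat C6 glioma line stably carrying human EP2 under a CMV promoter; the protocol text gives 20 µM as final concentration; 100% = response of wells given 1 µM PGE2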
# Target sequence (P43116 whole entry, looked up): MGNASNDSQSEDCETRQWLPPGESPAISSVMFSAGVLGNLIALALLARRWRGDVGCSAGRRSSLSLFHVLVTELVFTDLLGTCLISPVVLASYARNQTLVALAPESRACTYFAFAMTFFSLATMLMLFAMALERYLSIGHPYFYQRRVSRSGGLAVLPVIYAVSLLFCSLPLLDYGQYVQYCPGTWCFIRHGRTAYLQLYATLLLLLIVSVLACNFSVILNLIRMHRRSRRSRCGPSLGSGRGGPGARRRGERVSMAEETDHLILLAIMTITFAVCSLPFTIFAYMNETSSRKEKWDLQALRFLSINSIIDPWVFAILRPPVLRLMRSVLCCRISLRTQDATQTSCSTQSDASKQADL
# TRPN1 ag: zebrafish TRPN1 (NompC) channel agonism; 0.18% of 220,000 active; activation, % at 3 µM; HEK293 zebrafish TRPN1-YFP, Fluo-8 calcium fluorescence; 100% = response to 87 µM carbachol;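 active = activation above its plate's cutoff, the mean activation of test wells on that plate plus 3 SD, cut at about 19% in these data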;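 also: 0% = DMSO alone and 100% = 87 µM carbachol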
#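 Material: zebrafish TRPN1-YFP in HEK293 cells; Doses: single test compound dose, 3 µM nominal, 0.3% DMSO; Timing: dye loading 1 h at 37 °C, then 30 min room temperature; Technique: intracellular calcium fluorescence with Fluo-8; Benchmarks: high carbachol 87 µM, low DMSO alone.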
# TRPML3 ag: agonists of human TRPML3 channel. Q8TDD5. HEK293 TRPML3-YFP, Fluo-8 calcium fluorescence; 100% = the carbachol control signal. activation, % at 3 µM. 0.29% of 220,000 active;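 active = activation above its plate's cutoff, the mean activation of the plate's test wells plus 3 SD, cut at about 12% in these data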;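 also: 0% = DMSO only wells and 100% = carbachol wells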
#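 Test system: HEK293 cells stably carrying human TRPML3-YFP; Doses: single dose, 3 µM final nominal compound, 0.3% DMSO final; Schedule: dye loading 1 h 37 °C then 30 min ambient, 125 s read; Technique: Fluo-8 calcium fluorescence; Benchmarks: high control carbachol 87 µM, low control DMSO.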
# S1P4 agonist: agonists of human S1P4 receptor. 0.35% of 220,000 active. S1P4-expressing cell line, agonist reporter assay. activation, % at 4.98 µM. AID 1509; in the data active = activation above about 11%;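 also: 0% = DMSO vehicle and 100% = reference agonist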
# Numbers without * were called inactive.
SMILES,S1P4 antagonist,Calpain2 inh,Ba/F3 V617F tox,BaF3 tox,PERK inh,EP2 modulator,TRPN1 ag,TRPML3 ag,S1P4 agonist
Cc1cc(N2CCCC(C(=O)Nc3cccc(Cl)c3)C2)n2ncnc2n1 (configuration not stated),11,-22,4,10,-0.1,-66,1.7,0.8,0.7
CSC(=NS(=O)(=O)c1ccc(C)cc1)SC,5,3,3,2,1.1,28,0.4,0.1,2.6
NS(=O)(=O)c1ccc(CCNC(=O)CSCc2ccccc2)cc1,2,1,-2,5,2.2,17,0.2,0.6,-0.1
Nc1nc(N2CCN(c3cccc(Cl)c3)CC2)n[nH]1,2,-3,-2,-1,1.5,17,1.0,1.2,-0.2
O=C(NCc1ccccc1)c1c(O)c2cccc3c2n(c1=O)CCC3,6,40,1,2,-0.1,58,-0.3,0.5,0.5
CSc1ccc(/C=C(/NC(=O)c2ccccc2)C(=O)N2CCN(C)CC2)cc1,-32,1,-4,0,0.2,17,0.8,0.6,1.8
CN(C)c1nc(OCCNC(=O)Nc2ccccc2)nc(N(C)C)n1,-5,-11,3,0,-0.6,2,0.2,0.5,2.9
O=c1c2cnn(-c3ccccc3)c2nnn1Cc1ccccn1,-23,-5,-2,0,1.1,-4,2.4,0.8,-0.2
Clc1cccc(-c2ccc(CNCCCN3CCOCC3)o2)c1,6,4,-2,4,2.0,-38,-0.2,0.5,0.5
COCCn1nnnc1CN1CCC(NC(=O)Nc2cccc(OC)c2)CC1,-4,0,1,4,1.0,-1,0.3,0.8,1.0
O=C(CN1C(=O)c2cccc3cccc(c23)C1=O)NCCN1CCOCC1,-9,-8,-1,3,1.9,4,-0.4,0.8,1.3
CCN(CC)S(=O)(=O)c1ccc(NC(=O)COc2nc3ccccc3nc2N2CCOCC2)cc1,-13,-4,-8,2,-0.6,-17,-0.7,-0.7,-0.3
CCOC(=O)c1sc(NC(=O)CSc2n[nH]c(CC)n2)nc1C,-7,28,1,4,-0.5,22,2.2,0.7,4.3
Cc1ccc(-n2c(O)c(C=Nc3ccccc3-c3n[nH]c(=S)[nH]c3=O)c3ccccc3c2=O)cc1C,-8,-14,4,4,0.2,-15,-0.5,0.2,1.2
COc1cc(CC(=O)N2CCc3ccccc32)cc(OC)c1OC,-4,9,-1,8,0.0,-3,3.3,0.3,-0.1
Cc1ccc(-n2nc(C)c(C(C)(O)C(F)(F)F)c2N)cc1 (configuration not stated),-21,-5,-3,2,0.6,8,-0.1,-0.4,1.4
CCOc1ccc(S(=O)(=O)Nc2cccc(C)c2)c2cccnc12,-14,21,4,3,-2.2,-6,-0.6,-0.3,2.6
CS(=O)(=O)N(CCc1ccccc1)CC(=O)NCc1ccccc1Cl,-29,-8,0,2,0.6,-13,-0.2,1.4,1.1
O=C(CSc1nc2ccccc2c(=O)n1-c1ccccc1)N1CCN(CCO)CC1,2,19,-2,2,0.3,-3,-0.3,-0.9,1.7
Cn1c(-c2ccccc2)c[n+]2c1CCCCC2,-17,-29,-4,4,0.4,1,0.0,0.2,-0.8
Cc1ccc(C2CCN(C(=S)Nc3cccc(Cl)c3)C2)cc1 (configuration not stated),4,11,-4,54*,2.3,-19,-1.8,0.1,2.5
O=P(O)(O)c1cc(-c2ccccc2)oc1-c1ccccc1,-7,-82,-1,28*,1.9,5,0.7,0.5,0.4
COc1ccc(C2=NN(CC(=O)Nc3cc(C)ccc3C)C(=O)CC2)cc1,-8,-18,1,0,-0.9,15,0.6,0.2,0.2
CCOc1ccc(/C=N/NC(N)=S)cc1,-14,25,5,8,0.5,0,1.0,0.3,-0.4
CC(C)(C)c1ccc(-c2nnc3sc(-c4ccncc4)nn23)cc1,13,-4,1,5,0.8,21,0.5,0.1,1.0
# Continued.
SMILES,S1P4 antagonist,Calpain2 inh,Ba/F3 V617F tox,BaF3 tox,PERK inh,EP2 modulator,TRPN1 ag,TRPML3 ag,S1P4 agonist
Cc1cc(C(=O)NC(C)c2ccncc2)cs1 (configuration not stated),-3,9,-2,3,1.0,36,1.7,0.5,-1.4
CC(C)C(NS(=O)(=O)c1cccc2nsnc12)C(=O)NCc1ccc2c(c1)OCO2 (configuration not stated),-4,-48,-1,5,-0.2,10,-0.5,0.0,-2.6
Cc1cc(C)cc(OCC(=O)OCC(=O)NCc2ccco2)c1,-10,-60,-6,0,0.9,15,-1.7,-0.5,2.2
CSCCC(NS(=O)(=O)c1ccc(Cl)cc1)C(=O)OCC(=O)NC1CCCCC1 (configuration not stated),0,-30,3,6,-0.3,-8,0.0,-0.2,-0.2
COc1ccc(C(NC(=O)C(C)C)c2c(O)ccc3ccccc23)cc1OC (configuration not stated),-11,47,2,8,-1.2,-10,1.2,-0.6,0.1
COCCN(CC(=O)NCC1CCCO1)C(=O)CCC(=O)Nc1cc(C)ccn1 (configuration not stated),-6,-16,0,3,1.1,29,0.5,0.6,-0.7
Cc1cccnc1NC(=O)Cn1nc([N+](=O)[O-])cc1C,-1,-8,-1,1,0.2,13,1.0,0.6,1.6
COc1ccc(C(C)=O)cc1CN(C)C,-6,0,7,10,0.2,26,0.2,0.7,3.6
O=C(c1cccs1)N1CCN(c2ncccn2)CC1,9,0,-3,2,0.3,7,-0.3,0.8,-4.6
FC(F)Sc1ccc(NC(=S)NCC2CCCCC2)cc1,7,1,-1,4,0.3,-19,6.1,3.9,1.2
Cc1ccc(C(=O)O)cc1-c1ccc(/C=C2\SC(=O)N(CC(=O)Nc3ccccc3)C2=O)o1,3,-25,-5,0,0.4,-26,-0.9,1.3,0.6
Cc1cc(C)cc(NC(=O)OCCN2CCN(Cc3ccccc3)CCC2=O)c1,8,3,-4,2,1.2,-20,-0.8,-1.0,0.5
CCOC(=O)c1sc(NC(=O)CSC(=S)N2CCOCC2)nc1C,4,20,-2,3,1.5,14,-0.5,-0.3,0.0
CC(C)(O)P(=O)(O)CCc1ccccc1,-10,-15,-2,-2,0.6,0,-0.9,1.4,-0.2
CC(C)CCNC(=O)[C@H](CC(C)C)NC(=O)[C@H]1O[C@@H]1C(=O)O,-22,100*,1,7,1.1,19,1.6,0.8,2.1
COc1ccc2cc(C3OCCO3)c(Cl)nc2c1,-13,31,3,0,-1.4,-23,2.1,0.3,1.1
COC(=O)CCC(=O)NNC(=O)c1cccc(Cl)c1,0,-16,-3,2,1.4,9,0.4,0.2,-0.3
CC(C)(C)NC(=O)CN(C(=O)c1ccc(Cl)nc1)c1cccc2ccccc12,-7,8,1,9,-0.3,-3,-0.7,-0.7,0.5
O=C(O)CCC(=O)NNC(=O)COc1cccc(Cl)c1,-11,0,5,6,0.8,0,1.0,-0.7,5.0
CC(C)c1ccc(-c2nn(-c3ccccc3)cc2C2C(C#N)=C(N)OC3=C2C(=O)CC(C)(C)C3)cc1 (configuration not stated),-4,-129,-3,4,-0.7,10,-0.7,0.0,-1.9
CCN(Cc1cc2cc(OC)ccc2[nH]c1=O)C(=O)c1ccncc1,-19,-82,2,4,1.1,-2,0.6,0.4,0.4
Cc1ccc2nc(C)cc(N3CCOCC3)c2c1,-14,-27,8,6,-0.8,4,1.1,1.1,0.8
COc1ccc(Br)c(C(=O)NC(C)(C)CO)c1,-1,1,1,0,1.6,-30,-1.1,0.7,1.7
N#Cc1cnn2c(-c3ccccc3)ccnc12,4,-462,-4,2,2.1,30,0.2,0.6,-1.3
COc1ccccc1-c1ccc(SCc2ccccc2)nn1,0,10,1,6,0.3,19,-2.5,0.4,1.6

# Next section; it opens with the three that closed the last part.
SMILES,S1P4 antagonist,Calpain2 inh,Ba/F3 V617F tox,BaF3 tox,PERK inh,EP2 modulator,TRPN1 ag,TRPML3 ag,S1P4 agonist
COc1ccc(Br)c(C(=O)NC(C)(C)CO)c1,-1,1,1,0,1.6,-30,-1.1,0.7,1.7
N#Cc1cnn2c(-c3ccccc3)ccnc12,4,-462,-4,2,2.1,30,0.2,0.6,-1.3
COc1ccccc1-c1ccc(SCc2ccccc2)nn1,0,10,1,6,0.3,19,-2.5,0.4,1.6
CC(C)C(=O)Nc1nnc(CSCc2ccccc2F)s1,-5,10,-2,3,-1.1,6,2.7,1.1,-0.1
Cc1ccc(NC(=O)Cn2c(=O)n(CCCCC(=O)NCc3ccco3)c(=O)c3ccccc32)cc1,9,37,-1,5,-0.6,20,-1.0,-0.6,-0.4
CCN(c1ccccc1)S(=O)(=O)c1ccc(Cl)c(NC(=O)COC(=O)c2ccc(O)cc2)c1,-13,-11,0,-1,0.0,-15,-0.9,-0.3,2.5
Cn1c(=O)c2c(nc(CN3CCC(C(N)=O)CC3)n2CCc2ccccc2)n(C)c1=O,-6,-17,-4,-2,-0.7,10,0.0,-0.1,-1.1
CCn1c(COc2ccccc2C)nnc1SCC(=O)O,-3,-4,3,6,1.3,15,0.3,-0.2,-2.2
N/C(CC(=O)Nc1ccc(F)cc1)=N\O,-5,20,3,11,0.9,1,-0.5,0.4,2.2
Cn1c(N)c(C(=O)COC(=O)CCCOc2ccc(Cl)cc2Cl)c(=O)n(C)c1=O,-18,38,0,4,1.0,-39,-1.5,1.1,0.6
CCNC(=S)Nc1cccc(NC(=O)c2ccccc2O)c1,4,-79,-2,3,-0.4,2,0.6,0.0,0.5
O=C(c1cccnc1)N1CCN(CCCc2ccccc2)CC1,-22,-1,-1,0,0.5,-1,-0.5,0.8,1.6
O=S(=O)(Nc1ccc2c3c(cccc13)CC2)c1ccc(F)cc1,-11,13,-3,4,-0.5,-6,-1.4,-0.5,-1.3
O=C1NC(=S)N/C1=C/c1ccc(Oc2ccc(C(F)(F)F)cc2[N+](=O)[O-])c(Cl)c1,-1,1,2,6,0.7,10,1.0,0.9,1.4
O=C(NC1CC1)c1cc(OCC(F)(F)F)ccc1OCC(F)(F)F,-9,-2,-3,3,2.2,16,-0.7,0.2,0.8
Cc1ccc2[nH]c(=O)c(C(c3nnnn3CC3CCCO3)N3CCCc4ccccc43)cc2c1 (configuration not stated),-12,-22,-5,6,-0.3,26,-0.9,-0.4,1.6
CCN(CC(=O)Nc1ccccc1C(=O)OC)S(=O)(=O)c1ccccc1,-22,4,-4,-1,-0.9,-14,-1.9,-0.9,1.0
COc1ccc(Cc2nnc(SC)[nH]c2=O)cc1,0,-6,-2,0,0.3,-13,0.7,0.7,-1.1
O=C(O)CCc1ccc(-c2ccc(Br)cc2)n1CC(=O)O,-11,8,4,8,-0.6,20,0.4,1.3,-1.1

# Some entries already given, reduced to Ba/F3 V617F tox.
SMILES | Ba/F3 V617F tox
CCNC(=S)Nc1cccc(NC(=O)c2ccccc2O)c1 | -2
O=C(c1cccnc1)N1CCN(CCCc2ccccc2)CC1 | -1
O=S(=O)(Nc1ccc2c3c(cccc13)CC2)c1ccc(F)cc1 | -3
O=C1NC(=S)N/C1=C/c1ccc(Oc2ccc(C(F)(F)F)cc2[N+](=O)[O-])c(Cl)c1 | 2
O=C(NC1CC1)c1cc(OCC(F)(F)F)ccc1OCC(F)(F)F | -3
Cc1ccc2[nH]c(=O)c(C(c3nnnn3CC3CCCO3)N3CCCc4ccccc43)cc2c1 (configuration not stated) | -5
